Assay outcomes: PubChem BioAssay, several laboratories
CatL block – inhibitors of human cathepsin L. P07711. purified cathepsin L, fluorogenic substrate, fluorescence. inhibition, %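 (tested at 10 µM)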. hit rate 0.17% among 58,000. AID 460; in the data active = inhibition above about 45%;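 also: 0% = enzyme with no compound and 100% = no enzyme blank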
DUSP1 inh – human dual specificity phosphatase 1 inhibition; P28562; recombinant MKP-1, OMFP hydrolysis fluorescence; inhibition, %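 (compounds tested at a single concentration somewhere between 10 and 100 µM)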; hit rate 0.15% among 65,000;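 active = inhibition above about 50%, limit read from the data; inconclusive = inhibition over screen mean plus 3 SD, below that limit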;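 also: 0% = DMSO max control wells and 100% = wells with enzyme stopped by NaOH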
Target sequence (P28562 whole entry, looked up): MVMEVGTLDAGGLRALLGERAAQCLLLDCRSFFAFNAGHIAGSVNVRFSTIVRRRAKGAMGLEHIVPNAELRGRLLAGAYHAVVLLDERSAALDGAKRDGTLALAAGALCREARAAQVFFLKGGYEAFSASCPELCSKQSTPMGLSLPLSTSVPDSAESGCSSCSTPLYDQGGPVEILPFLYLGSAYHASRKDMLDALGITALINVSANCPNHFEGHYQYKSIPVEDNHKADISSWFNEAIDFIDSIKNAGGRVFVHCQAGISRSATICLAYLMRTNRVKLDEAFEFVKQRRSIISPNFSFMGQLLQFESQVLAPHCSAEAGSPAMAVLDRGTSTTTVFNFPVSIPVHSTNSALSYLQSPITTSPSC
FXIIa inh mix – factor XIIa (human) inhibition, mixture screen | P00748 | purified FXIIa, fluorogenic substrate, pooled mixtures | inhibition, % at 5 µM | hit rate 0.2% among 62,000 | AID 684;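 also: 0% = enzyme without compound and 100% = no enzyme blank; some results filed as inactive read as strong as hits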
Target sequence (P00748 20-372 limits assumed): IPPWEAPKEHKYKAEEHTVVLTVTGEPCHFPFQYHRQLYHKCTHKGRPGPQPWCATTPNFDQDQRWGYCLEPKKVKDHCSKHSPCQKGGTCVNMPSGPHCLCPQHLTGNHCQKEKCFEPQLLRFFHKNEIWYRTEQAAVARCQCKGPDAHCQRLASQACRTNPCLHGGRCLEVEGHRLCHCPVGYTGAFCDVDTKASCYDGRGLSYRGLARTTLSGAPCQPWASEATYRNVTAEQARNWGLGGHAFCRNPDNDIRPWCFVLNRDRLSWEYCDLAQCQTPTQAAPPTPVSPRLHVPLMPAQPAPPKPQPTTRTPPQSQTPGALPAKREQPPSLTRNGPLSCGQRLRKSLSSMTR
Target sequence (P00748 373-615 limits assumed): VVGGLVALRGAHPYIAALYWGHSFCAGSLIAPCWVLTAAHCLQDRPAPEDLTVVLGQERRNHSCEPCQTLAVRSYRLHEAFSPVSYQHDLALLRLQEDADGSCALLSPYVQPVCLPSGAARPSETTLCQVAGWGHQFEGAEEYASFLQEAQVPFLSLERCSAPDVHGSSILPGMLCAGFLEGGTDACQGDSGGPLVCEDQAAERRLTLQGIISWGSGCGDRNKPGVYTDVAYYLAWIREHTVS
5HT1a ag – activates the human 5-HT1a serotonin receptor. P08908. activation, % at 10 µM. CHO 5-HT1a Ga15 NFAT-bla reporter, FRET ratio; 0% basal, 100% maximal reference agonist. hit rate 0.56% among 65,000;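 active = activation above the screen-wide mean activation plus 3 SD, cut at about 19% in these data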;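 also: 0% = DMSO wells and 100% = 5-CT at EC100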
Hsp90 block – displaces geldanamycin probe from tumor Hsp90 | P07900 | NCI-N417 lysate Hsp90, Cy3B-geldanamycin FP displacement | inhibition, % at 30 µM | hit rate 0.35% among 64,000 | AID 429;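 active = inhibition above 50%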;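 also: 0% = tracer plus lysate wells and 100% = tracer alone without lysate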
FXIa mix inh – factor XIa (human) inhibition, mixture screen. inhibition, % at 5 µM. P03951. purified FXIa, fluorogenic substrate, pooled mixtures. hit rate 0.19% among 62,000;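 also: each value is inhibition by a whole ten-compound pool holding the compound; 0% = enzyme with no mixture and 100% = wells lacking enzyme; strong numbers were not always called active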
C1s block – blocks human complement C1s protease activity | purified C1s, fluorogenic AMC substrate, pooled mixtures | mean inhibition % of two 10-compound mixtures (stronger effect = higher value), % at 5 µM (by protocol) | hit rate 0.16% among 62,000 | P09871;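 active = inhibition above 20% in each of the two 10-compound mixture wells holding the compound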;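 also: 0% = enzyme wells lacking compound mixture and 100% = no-enzyme blank wells; some compounds called inactive have numbers as strong as hits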
CatG inh – cathepsin G (human) inhibition; inhibition, % at 5 µM (by protocol); hit rate 0.2% among 62,000; purified enzyme, AMC-tetrapeptide fluorescence, pooled mixtures; AID 581; P08311;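 active = inhibition above 20% in each of the two mixture wells holding the compound; inactive = inhibition of 20% or less in either well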;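 also: 0% = enzyme control without mixture and 100% = blank lacking enzyme; strong numbers were not always called active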
Cdc25B inh – inhibitors of human Cdc25B phosphatase. inhibition, %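 (compounds tested at 10 µM final in the well)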. P30305. recombinant Cdc25B, OMFP fluorescence Ex485/Em525. hit rate 0.1% among 65,000; in the data active = inhibition above about 50%
An asterisk follows results filed as active; ? = inconclusive; · = no result given. Rule as the data show it, unless noted: active = inhibition above about 20% (passing the limit was not always enough); inactive = the rest. Compounds as they come. About 1.6% of those tested had a hit in this group.

SMILES	CatL block	DUSP1 inh	FXIIa inh mix	5HT1a ag	Hsp90 block	FXIa mix inh	C1s block	CatG inh	Cdc25B inh
CC(NC(=O)CSc1ncccn1)c1ccccc1 (configuration not stated)	-4	9	6	-2.6	0	2	2	10	-7
C=CCn1c(=S)[nH]c2ccccc2c1=O	14	-17	·	3.1	1	·	·	·	1
O=S(=O)(NCC1CCCO1)c1ccc2ccccc2c1 (configuration not stated)	·	1	·	-2.1	-4	·	·	·	-9
Cc1ccc(C(=O)N2c3ccc(F)cc3CCC2C)o1 (configuration not stated)	16	14	1	2.0	-6	6	-11	0	0
CCC(C(=O)NCc1ccc(F)cc1)N(Cc1ccco1)C(=O)c1snc(C(N)=O)c1N (configuration not stated)	-13	-4	10	0.5	-2	-2	-108	-10	3
CC1CCN(C(=S)c2ccccc2O)CC1	6	-6	4	-2.2	-10	0	-70	0	-1
CCOc1ccccc1C(=O)N(CN1CCCC1=O)c1cccc(Cl)c1	-5	7	7	-1.4	-4	7	-16	-13	-15
CN1CCN(S(=O)C23CC4CC(CC(C4)C2)C3)CC1 (configuration not stated)	-4	-2	11	1.0	-18	8	1	3	-4
COCC(C)NC(=O)C1CC(=O)N(c2ccc(C)cc2)C1 (configuration not stated)	-10	-18	-3	1.0	-6	0	1	-2	1
COc1cccc(NC(=O)CN2C(=O)COc3ccc(Cl)cc32)c1	3	2	10	-6.5	5	8	19	11	-3
CCCn1nc(CC(=O)O)c2ccccc2c1=O	5	6	1	-0.2	-3	-2	-4	12	-5
Cc1ccc(NC(=O)CC(NCCN2CCOCC2)C(=O)O)cc1Cl (configuration not stated)	17	5	4	-4.2	0	13	15	12	10
CCn1c(-c2ccc(N)cc2)nc2ccccc21	4	12	3	0.8	-1	5	4	6	-3
CCOC(=O)C1=C(CSc2nc3c(cc2C#N)CCC3)OC(N)=C(C#N)C1c1ccccc1 (configuration not stated)	-2	-18	·	2.2	-6	·	·	·	-19
COC(=O)c1nc(-c2ccccc2)n[nH]1	-2	16	-1	-1.8	-2	4	-5	-1	1
C=CCn1c(SCC(=O)c2ccc(OC)cc2)nnc1C(C)NC(=O)c1cccs1 (configuration not stated)	3	-5	2	0.0	-11	2	-23	1	6
COc1cc(OC)c(NC2=NCCCCC2)cc1Cl	·	-3	0	-0.1	-1	5	-18	-11	-11
Cc1nn(-c2ccccc2)c2sc(C(=O)NC3CCCCC3)cc12	12	17	7	-1.5	1	3	-2	-3	3
Cc1ccc(/C(O)=C2/C(=O)C(=O)N(CCCn3ccnc3)C2c2cccnc2)cc1 (configuration not stated)	·	6	-6	·	·	6	2	-2	-4
Cc1ccc(C)c(C(=O)CSc2n[nH]c(-c3ccncc3)n2)c1	-9	6	5	-2.4	0	7	-23	1	-3
Cc1ccc(S(=O)(=O)NCCC(=O)NCCN2CCCCCC2)cc1	64*	13	3	-1.7	1	9	0	-2	-12
CCCCP(=O)(c1ccccn1)c1ccccn1	·	2	1	-1.4	·	2	17	10	-8
COc1ccc(OC)c(C(=O)CSc2nnc(-c3cccnc3)n2C)c1	9	3	7	0.1	-8	8	11	8	-7
CCOC(=O)C1CCCN(c2c(N3CCc4ccccc4C3)c(=O)c2=O)C1 (configuration not stated)	·	0	0	-0.5	-3	9	-5	8	-7
CNC(=O)c1ccc2nc(NC(C)=O)sc2c1	14	-12	-11	-3.4	-2	-18	-106	-9	1
CC(C)(CNS(=O)(=O)c1ccc(Cl)cc1)N1CCCCC1	8	-16	0	-1.2	-3	1	-11	-7	-6
COc1cc(NC(=O)C2CCCN2C(=O)OCc2ccccc2)cc(OC)c1 (configuration not stated)	·	2	·	-2.5	0	·	·	·	11
O=C(NCCc1ccc(F)cc1)N1CCOCC1	10	4	17	-1.4	0	30	1	38	-15
COc1ccc(OC)c(Nc2cc(C(=O)NCCCN3CCOCC3)c3ccccc3n2)c1	-1	9	-25	-3.4	3	1	6	11	9
CCOc1ccccc1NC(=O)Cn1nnc(C(=O)Nc2ccc(C)cc2)c1N	·	2	-14	-2.3	-1	1	1	10	10
O=C(OCc1nc2ccc(Cl)cc2n1CCO)c1ccc2c(c1)OCO2	-1	3	13	-1.2	-8	4	0	1	14
CC(C)c1[nH]c(=O)c(C#N)c2c1CSC(C)(C)C2	-1	-16	·	2.9	-1	·	·	·	0
Cc1nc2cc(N3CCOCC3)c(NC(=O)C3CC3)cc2c(=O)n1Cc1ccccc1	16	17	3	0.3	-2	4	0	11	9
Cc1cc(NC(=O)Cn2nc(-c3ccccc3F)ccc2=O)ccc1-n1cnnn1	9	27	11	-4.3	-4	4	10	9	-16
Cc1cccc(NC(=O)c2ccc(S(=O)(=O)N3CCCCC3)cc2)n1	1	10	5	-0.1	-2	7	6	8	-7
Cc1ccc(-c2noc(CN(C(=O)CCN3C(=O)c4ccccc4C3=O)C(C)C)n2)cc1	1	0	9	0.8	-1	4	2	3	-15
Cc1nc(SCC(=O)N2CCN(C(=O)c3ccco3)CC2)c2c(C)c(C)sc2n1	-2	19	-5	4.5	1	-3	-23	6	-24
CC(=O)N1CCc2c(sc(NC(=O)c3ccc4c(c3)OCCO4)c2C#N)C1	11	14	26	3.9	-5	5	1	1	-12
CC(=O)c1c(C(C)=O)c(C)n(NC(=O)c2ccncc2)c1C	0	-13	·	-0.6	-5	·	·	·	-35
CN1CCN(c2nc(-c3cccnc3)nc3ccccc23)CC1	·	4	·	1.3	-2	·	·	·	-10
COc1ccc(S(=O)(=O)N(C)CC(=O)N2CCCCC2)cc1Cl	13	-2	-16	2.7	-11	5	10	14	-1
Cc1cc(=O)[nH]c(SCC(=O)NCCOc2ccccc2)n1	-7	11	11	-2.5	0	5	4	2	1
O=C(NCCC1=CCCCC1)c1ccc2c(=O)n3c(nc2c1)CCCCC3	-9	13	2	-3.4	-1	21	-9	46	-13
CCOC(=O)c1sc(NC(=O)C(CC)Sc2nccn2C)nc1C (configuration not stated)	·	7	34	0.6	-2	3	-31	-7	-6
CCN(CC)S(=O)(=O)c1ccc2oc(C(=O)NCc3ccc(F)cc3)c(C)c2c1	-1	2	6	1.9	·	0	-9	10	-4
CS(=O)(=O)c1ccc2nc(NC(=O)c3ccco3)sc2c1	3	0	4	-2.2	-1	8	12	8	-1
Cn1c(C(=O)N2CCC(C(N)=O)CC2)cc2c(=O)n(C)c3ccccc3c21	15	9	-4	-0.7	0	8	-26	0	1
CCOCCCNS(=O)(=O)c1ccc(NC(=O)c2ccccc2)cc1	5	-5	-18	-3.5	2	-3	-3	7	-8
CCOP(=O)(c1c(F)c(F)c(F)c(F)c1F)C(O)c1ccccc1 (configuration not stated)	10	-7	2	-0.9	-1	3	8	11	7
COc1ccc(N2CCN(C(=O)c3ccc4c(c3)OCO4)CC2)cc1	10	-2	4	-0.8	0	5	10	8	-12

Limited to Hsp90 block, CatL block and C1s block, for some of the entries so far:
Compound,Hsp90 block,CatL block,C1s block
CCOP(=O)(c1c(F)c(F)c(F)c(F)c1F)C(O)c1ccccc1 (configuration not stated),-1,10,8
CCOCCCNS(=O)(=O)c1ccc(NC(=O)c2ccccc2)cc1,2,5,-3

(further entries)
SMILES	CatL block	DUSP1 inh	FXIIa inh mix	5HT1a ag	Hsp90 block	FXIa mix inh	C1s block	CatG inh	Cdc25B inh
CCOc1ccc(OCc2cccc(C(=O)N3CCCC3)c2)cc1	16	-5	1	3.0	-3	-1	1	6	-14
CC1CCCCN1C(=O)CSc1nnc(-c2c[nH]c3ccccc23)o1 (configuration not stated)	-2	7	5	3.6	2	3	-12	-1	17
Cc1ccc(Cn2c(SCC(=O)Nc3cc(C)on3)nc3ccccc3c2=O)cc1	4	-3	-18	0.1	-3	1	-25	-6	-11
O=C(NCc1ccco1)C1CCN(S(=O)(=O)N2CCOCC2)CC1	-2	22	13	1.5	-4	5	13	10	-10
Cc1cn2c(-c3cccnc3)nnc2s1	16	-1	0	-1.1	-3	12	-1	0	-2
Cc1nn2c(NCCCN3CCOCC3)c3c(nc2c1-c1ccccc1)CCC3	16	14	6	2.4	-2	9	13	11	-1
COc1ccc(C(=O)Nc2cc(C)on2)cc1	·	1	10	-0.6	0	4	-44	-9	-6
CCOc1ccc(-c2csc(NC(=O)C3CCCO3)n2)cc1 (configuration not stated)	8	-2	-21	-1.0	-2	7	-13	12	-3
CCCC(=O)Nc1cccc(NC(=O)CN2CCN(c3ccccc3OC)CC2)c1	-6	1	4	-2.1	0	-5	-13	2	-7
O=C(Cn1cnc2c(nnn2-c2ccc(F)cc2)c1=O)N1CCCc2ccccc21	8	6	-16	-3.8	-5	5	13	14	0
O=C(NCC(c1cccnc1)N1CCOCC1)c1ccco1 (configuration not stated)	-2	5	10	0.9	-1	-7	-134	-14	-10
c1ccc(OCc2nc3ccccc3s2)cc1	0	0	6	-4.3	-3	4	-53	2	-12
COc1ccc(C(NC(=O)CNC(C)=O)C(=O)Nc2ccc3c(c2)OCCO3)cc1 (configuration not stated)	8	3	7	-1.3	1	2	5	8	-14
CCCCNC(=O)c1c(O)c2cccc3c2n(c1=O)CCC3	11	-4	5	-1.4	-1	11	14	9	1
CCOc1cc2[nH]c(=O)n(CCCCC(=O)NC3CCCCCC3)c(=O)c2cc1OCC	14	28	1	-0.5	-5	2	14	13	-12
Cc1c(C(=O)NCc2ccc3c(c2)OCO3)oc2ccc(S(=O)(=O)N3CCC(C)CC3)cc12	2	·	-3	1.8	·	2	-13	-1	·
O=C(CCS(=O)(=O)c1cccc2nsnc12)N1CC(=O)N(CCc2ccccc2)C(=O)C1	8	9	2	0.3	·	0	12	10	-8
Cn1c(-c2c(N)n(C3CCCC3)c3nc4ccccc4nc23)nc2ccccc21	-18	-9	1	5.5	-7	0	-26	-17	-5
COc1ccc(CNn2c(C)nc3ccccc3c2=O)cc1	24	4	-13	-2.5	-2	0	16	13	-9
CCOC(=O)CCCNC(=O)CCNC(=O)c1ccc(OC(C)C)cc1	-11	0	-1	-0.8	-1	5	-5	0	-2
COc1ccc2cc(CN(Cc3ccco3)Cc3nnnn3C3CCCCC3)c(=O)[nH]c2c1	-5	?	-15	1.2	0	-6	-7	7	-7
CS(C)(=O)=NS(=O)(=O)c1ccc(Cl)cc1	6	-5	5	-4.4	-1	2	7	11	-9
O=C1c2oc3ccccc3c(=O)c2C(c2cccnc2)N1Cc1ccco1 (configuration not stated)	2	2	1	-0.6	-3	9	5	3	1
COc1ccc(C)cc1NC(=O)CN1CCN(c2ccccc2F)CC1	-2	1	3	-3.0	-1	9	-8	7	-20
Cn1c(=O)[nH]c(=O)c2c1nc(Br)n2Cc1ccccc1F	14	-9	-1	-0.9	0	-7	-35	5	-11
COc1ccc(OC)c(N2C(N)=C(C#N)C(c3ccc(OC)c(O)c3)C3=C2CC(C)(C)CC3=O)c1 (configuration not stated)	21	20	-6	-2.5	13	-4	-66	0	-7
CCOC(=O)N1CCN(Cc2oc(CO)cc(=O)c2O)CC1	9	30	0	0.9	-2	10	0	-1	-13
Cc1c(C(=O)O)oc2ccc(S(=O)(=O)N(CC(C)C)CC(C)C)cc12	-8	25	-1	2.6	4	9	6	-1	-5
CNC(=O)CC(C(=O)O)c1ccc(OCC(C)C)cc1 (configuration not stated)	16	-23	4	-0.8	-2	4	12	13	-3
CCc1nnc(NC(=O)C(NS(=O)(=O)c2ccc3c(c2)OCCO3)C(C)C)s1 (configuration not stated)	38	-13	9	0.3	-6	5	1	7	-3
Cc1ccc(O)c(-c2cc(-c3ccccc3C)[nH]n2)c1	·	15	8	-0.6	1	7	12	9	3
O=C(Nc1ccccc1)c1ccc(S(=O)(=O)N2CCCCC2)cc1	-1	6	3	-1.6	-2	5	-24	1	-8
